RAD54 branch: inhibitors of human RAD54 branch migration; Q92698; RAD54 Holliday junction branch migration, FAM/BHQ fluorescence; inhibition, % at 10.4 µM; hit rate 0.14% among 360,000; AID 602329;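 active = mean normalized replicate activity at least 40 and at least half of replicates scoring 40 or more; inconclusive = only one of the two criteria met; inactive = mean below 40 and under half of replicates reaching 40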;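 also: 0% = median of neutral control wells and 100% = median of positive control wells; inhibitors cause a drop in the FAM fluorescence signal; in these data hits start at about 50%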
RAD52 inh: RAD52 (human) annealing inhibition. hit rate 0.46% among 360,000. recombinant RAD52 DNA annealing, FRET fluorescence. inhibition, % at 18.7 µM. P43351;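 active = every replicate showing at least 50% inhibition; inconclusive = mean inhibition at least 50% but not in every replicate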
Xi reactivation: reactivates the inactive X chromosome in mouse fibroblasts; XiGFP mouse fibroblasts, % GFP-positive cells imaging, 3 d; cells co-treated with 5-aza-dC sensitizer; scaled so ellipticine positive control = 100%; activation, % at 7.58 µM; hit rate 0.055% among 360,000;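 active = mean normalized replicate activation at least 10% and every replicate at or above 10%; inconclusive = only one of the two criteria met; inactive = mean below 10% and not all replicates reach 10%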;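 also: 0% = median of on-plate neutral control wells and 100% = ellipticine 6 µM median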
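Material: XiGFP fibroblasts, SV40-immortalized; Buffer or medium: DMEM containing 5-aza-dC; Compound dosing: single point; Times: 3 days compound exposure.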
S100A4 inh HTS: inhibitors of human S100A4 binding to myosin IIA peptide; inhibition, % at 10.7 µM; S100A4/TAMRA-MyoIIA peptide fluorescence polarization; AID 652163; hit rate 0.14% among 360,000; P26447;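 active = mean inhibition of at least 70% across replicates, with every replicate also reaching that level; inconclusive = mean inhibition reaches 70% but some replicates fall short; inactive = mean inhibition below 70%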
Target sequence (P26447 whole entry, looked up): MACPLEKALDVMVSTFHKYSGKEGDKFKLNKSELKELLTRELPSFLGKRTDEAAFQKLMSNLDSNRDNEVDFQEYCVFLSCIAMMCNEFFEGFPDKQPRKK
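incubation = readout 5 min after mixing, signal stable up to 60 min | system = S100A4 monomer protein | buffer or medium = HEPES pH 7.2 with CaCl2, KCl, NaCl, DTT, Triton | benchmarks = neutral control DMSO, positive control TFP | also added = fluorescent myosin IIA peptide, 5 nM | compound dosing = one concentration per compound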
ERp5 block: inhibitors of human ERp5; Q15084; ERp5 insulin aggregation, absorbance 650 nm, 90 min; inhibition, % at 9.99 µM; hit rate 0.05% among 350,000;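 active = mean replicate inhibition above about 25%, with every replicate also reaching it, limit read from the data, passing the limit was not always enough; inconclusive = only one of those two criteria met; inactive = neither criterion met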
E-selectin induc: induces E-selectin expression in human endothelial cells; HUVEC E-selectin immunofluorescence imaging; normalized: neutral wells 0, TNF-alpha wells 100; activation, % at 7.58 µM; hit rate 0.37% among 260,000;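 active = mean E-selectin-positive cell signal at least 10% of the positive control, reached in at least 60% of replicates, without over 20% cell loss; inconclusive = no rule given, readout overlaps actives, possibly toxicity-flagged; inactive = the rest, including those meeting only one limit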;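 also: in these data hits start at about 27%; measured in HUVEC primary endothelial cells; signal is the percent of cells scored E-selectin positive by PE staining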
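assay system = HUVEC, human umbilical vein endothelial cells | input = 3,000 HUVEC seeded per well | medium = EGM-2 growth medium on 0.1% gelatin-coated wells | dosing = one compound dose added by pin transfer | signal = immunofluorescence imaging | read-out basis = % PE-positive cells | control set = TNF-alpha, DMSO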
ERAP1 inh: ERAP1 (human) enzyme inhibition | AID 652197 | recombinant ERAP1, Leu-AMC fluorescence, 60 min | inhibition, % at 10.7 µM | hit rate 0.15% among 340,000 | Q9NZ08;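 active = mean replicate inhibition of at least 30%, or all replicates individually reaching that 30% level; inactive = mean below 30% and not every replicate reaching it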;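 also: 0% = neutral control wells and 100% = L-leucinethiol positive control wells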
Target sequence (Q9NZ08 whole entry, looked up): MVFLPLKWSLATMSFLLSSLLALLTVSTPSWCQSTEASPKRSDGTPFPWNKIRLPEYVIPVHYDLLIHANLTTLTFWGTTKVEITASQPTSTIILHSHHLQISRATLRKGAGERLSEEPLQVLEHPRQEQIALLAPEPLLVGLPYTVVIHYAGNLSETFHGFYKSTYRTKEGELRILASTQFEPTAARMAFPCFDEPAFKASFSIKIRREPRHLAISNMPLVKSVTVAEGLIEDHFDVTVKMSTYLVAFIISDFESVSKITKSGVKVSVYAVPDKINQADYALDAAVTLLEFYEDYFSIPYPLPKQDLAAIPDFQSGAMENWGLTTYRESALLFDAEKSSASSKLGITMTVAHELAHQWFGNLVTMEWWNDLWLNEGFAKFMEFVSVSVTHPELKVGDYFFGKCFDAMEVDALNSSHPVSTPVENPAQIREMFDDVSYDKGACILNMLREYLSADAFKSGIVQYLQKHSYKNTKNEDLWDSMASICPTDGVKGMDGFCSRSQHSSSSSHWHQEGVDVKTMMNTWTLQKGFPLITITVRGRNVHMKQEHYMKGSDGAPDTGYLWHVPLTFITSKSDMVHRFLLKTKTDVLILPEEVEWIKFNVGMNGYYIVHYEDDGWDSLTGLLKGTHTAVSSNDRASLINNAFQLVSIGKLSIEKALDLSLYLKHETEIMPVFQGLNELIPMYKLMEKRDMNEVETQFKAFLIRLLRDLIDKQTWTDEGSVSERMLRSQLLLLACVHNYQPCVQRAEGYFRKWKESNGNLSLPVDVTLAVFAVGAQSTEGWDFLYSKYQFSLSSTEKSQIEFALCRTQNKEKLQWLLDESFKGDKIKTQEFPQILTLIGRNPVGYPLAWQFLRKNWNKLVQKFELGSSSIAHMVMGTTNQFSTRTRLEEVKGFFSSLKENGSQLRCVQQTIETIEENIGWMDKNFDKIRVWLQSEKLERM
esBAF inh: blocks esBAF chromatin remodeling in mouse ES cells. hit rate 2% among 350,000. AID 602393. Bmi1-luciferase knock-in reporter, 24 h; 100% = twice the neutral-well signal. reporter increase, % at 12.5 µM; in the data active = activation above about 40%; inconclusive = no clear call, values can overlap the other calls;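 also: 0% = median of the plate's neutral control wells and 100% = double that signal; a rise in the Bmi1 reporter signal indicates esBAF inhibition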
* hit, by the source's call; ? = inconclusive; nt = no result given; & = joins results of further samples.

SMILES	RAD54 branch	RAD52 inh	Xi reactivation	S100A4 inh HTS	ERp5 block	E-selectin induc	ERAP1 inh	esBAF inh
CCOc1ccccc1NS(=O)(=O)c1ccc(Br)s1	-3	0	nt	2	2	nt	1	-2
CC(C)(C)Cc1c(-c2ccc(F)cc2)nc2ccc(Br)cn12	0	-2	-0.1	-5	3	nt	1	8
CCCn1c(=O)[nH]c(=O)c2c1nc(-c1cc([N+](=O)[O-])ccc1Cl)n2CCOC	5	-7	-0.1	13	2	nt	2	-5
O=C(OCC(=O)N1CCN(C(=O)c2ccco2)CC1)c1cccc(S(=O)(=O)N2CCc3ccccc32)c1	-3	-7	0.1	3	2	nt	1	-1
Cc1ccccc1S(=O)(=O)NCC[C@@H]1CC[C@H](NC(=O)C2CCOCC2)[C@H](CO)O1	10	5	0.3	4	3	0.0	0	0
Cc1ccc(C2=NOC3(CC(=O)N(c4ccccc4)C3=O)C2)cc1 (configuration not stated)	6	-12	-0.1	-2	3	nt	nt	3
CCC(=O)Nc1ccc2c(c1)C(=O)N(C)[C@H]1CC[C@@H](CC(=O)NCc3ccccc3)O[C@@H]1CO2	-1	-3	0.0	3	8	0.0	1	5
O=C(Nc1ccc(Cl)cc1)N1CCN(Cc2ccc3c(c2)OCO3)CC1	nt	-11	0.7	-1	-1	nt	-1	5
O=C(COC(=O)c1nn(-c2ccccc2C(F)(F)F)cc1O)c1ccc(OC(F)F)cc1	-8	4	0.3	-2	-4	2.2	2	-5
Nc1nnc(CC(=O)N/N=C/c2ccc(-c3ccccc3)o2)s1	nt	-10	0.0	-4	0	7.1	2	nt
COc1ccc(CCN(C)C(=O)CN2C(=O)NC3(CCCCCC3)C2=O)cc1OC	-6	-17	0.0	-11	-10	-0.2	-3	-2
COc1ccc(-c2nn(-c3ccccc3)cc2/C=N/NC(=O)c2cccc(S(=O)(=O)Nc3ccccc3Cl)c2)cc1	nt	3	-0.3	-4	-6	nt	1	nt
O=C(Nc1ccccc1F)N[C@@H]1C=C[C@H](CC(=O)N2CCCCC2)O[C@@H]1CO	-5	1	-0.3	1	-3	0.0	-1	-2
C[C@@H]1CN([C@H](C)CO)C(=O)Cc2cc(NC(=O)C3CC3)ccc2O[C@H]1CN(C)S(C)(=O)=O	-9	4	0.2	9	-2	-0.2	-2	0
O=C(CN1CCN(S(=O)(=O)c2ccccc2)CC1)Nc1ccc2c(c1)CCC2	nt	-8	0.4	4	-2	nt	3	nt
CC(NS(=O)(=O)c1ccc2c(c1)CC(C)N2C(=O)C1CC1)c1ccccc1 (configuration not stated)	3	-12	0.0	1	-4	nt	-1	3
COc1ccc(-c2cn3c(C)c(C(=O)N4CCN(c5ccc(F)cc5)CC4)sc3n2)cc1	7	-2	0.0	3	-4	nt	1	10
CCCNC(=O)NC(=O)COC(=O)CC(NC(N)=O)c1ccc(Cl)cc1 (configuration not stated)	nt	-16	0.0	0	0	nt	-2	nt
CC1(C)Cc2c(sc(NC(=O)c3ccc(C(=O)c4ccccc4)cc3)c2C#N)C(C)(C)N1	10	0	0.3	0	5	1.3	-3	-12
CC=Cc1ccc2n(c1=O)C[C@@H]1[C@@H](CO)[C@H](C(=O)NCCC)N(Cc3cccnc3)[C@H]21 (mixture of isomers)	8	-23	0.2	2	0	-0.5	-2	-3
Cc1c(NC(=O)COC(=O)CSc2ccc(C(N)=O)cc2[N+](=O)[O-])c(=O)n(-c2ccccc2)n1C	0	-9	-0.1	-5	-1	0.0	5	-2
Cc1c(C(=O)OC2CCC(C)CC2)[nH]c2c1C(=O)CCC2 (configuration not stated)	1	-12	0.0	-1	-9	0.1	4	-4
CCCCCOC(=O)C1=C(C)NC(=O)NC1c1ccc(OC)cc1 (configuration not stated)	-3	12	0.0	-4	4	0.0	3	-10
O=C(Cn1nnc(-c2ccc(Cl)cc2)n1)NC(=O)NC1CCCC1	-2	-14	0.0	-1	4	nt	-2	8
COc1ccc(NC(=O)CN2CCN(S(=O)(=O)c3cccs3)CC2)cc1Cl	0	-16	0.0	-2	1	nt	0	5
CNC(=S)Nc1ccc([N+](=O)[O-])c(C)c1	7	-10	0.2	2	3	3.1	nt	0
COc1cc2nc(CN3CCN(S(=O)(=O)c4cc(C)ccc4C)CC3)[nH]c(=O)c2cc1OC	-9	-19	0.2	-2	1	0.3	-2	-7
O=C(Nc1ccccc1N1CCCCC1)C1CC(=O)N(c2ccccc2F)C1 (configuration not stated)	-7	-15	0.1	-13	1	-1.8	2	0
Cc1cccc(C)c1NC(=O)CN1CCN(C/C=C/c2ccccc2)CC1	6	-11	0.1	5	-3	-0.3	-2	-4
C[C@H](O)[C@@H]1C(=O)N2CCc3c([nH]c4ccccc34)[C@@H]2C[C@@H]1N(C)C(=O)Nc1ccc(F)cc1	7	-43	0.0	-4	-4	0.8	-133	-6
O=C1/C(=C/c2ccccn2)SC(=S)N1NS(=O)(=O)c1ccccc1	-3	-17	0.5	-9	-10	0.0	3	-4
COCCNC(=O)C(c1ccc(F)cc1)N(Cc1ccco1)C(=O)CCC(=O)Nc1ccccn1 (configuration not stated)	1	7	-0.1	0	1	nt	0	-5
Cc1cc(C)n(-c2ccc(C(=O)OCC(=O)Nc3ccccc3[N+](=O)[O-])cc2)n1	7	-10	0.1	-1	1	nt	7	-3
CC(C)CC1NC(=O)c2cccnc2-n2c1nc1cc(F)c(F)cc1c2=O (configuration not stated)	6	-11	0.5	1	4	-1.8	1	-8
O=C(Nc1nnc(-c2ccccn2)o1)c1cccc(Cl)c1	nt	-27	0.4	-4	4	9.9	-4	nt
CCOc1ccc2[nH]c(C(=O)N/N=C/c3ccc(OC)cc3)cc2c1	-3	-6	0.4	-5	3	nt	1	-26
COc1ccc(S(=O)(=O)Cc2ccc(C(=O)N3CCN(Cc4ccccc4)CC3)o2)cc1	-9	-35	0.1	0	-8	nt	nt	-2
Cc1c2cn[nH]c(=O)c2c(C)n1Cc1ccc(F)cc1	5	-26	-0.1	-2	-8	nt	3	11
CCCN1C[C@H](C)[C@@H](OC)CN(C)C(=O)c2cc(NC(=O)Nc3c(C)noc3C)ccc2OC[C@H]1C	-1	-7	-0.4	-6	4	0.1	-2	2
O=[N+]([O-])c1c(NCCCO)cc(Sc2nc3ccccc3s2)c2nonc12	-7	2	nt	-6	7	nt	-4	-2

2 records drawn at random from those above, as already listed:
SMILES	RAD54 branch	RAD52 inh	Xi reactivation	S100A4 inh HTS	ERp5 block	E-selectin induc	ERAP1 inh	esBAF inh
CCCNC(=O)NC(=O)COC(=O)CC(NC(N)=O)c1ccc(Cl)cc1 (configuration not stated)	nt	-16	0.0	0	0	nt	-2	nt
O=C(Nc1ccc(Cl)cc1)N1CCN(Cc2ccc3c(c2)OCO3)CC1	nt	-11	0.7	-1	-1	nt	-1	5

(list continues)
SMILES	RAD54 branch	RAD52 inh	Xi reactivation	S100A4 inh HTS	ERp5 block	E-selectin induc	ERAP1 inh	esBAF inh
CC(C)c1cc(C(=O)N2CCCC(CCC(=O)N3CCN(c4ccccn4)CC3)C2)no1 (configuration not stated)	-4	-9	0.0	-2	7	0.0	1	0
COCC(=O)N1CC[C@@H]2[C@H](CO)Nc3ccc(C#Cc4ccc(F)cc4)cc3[C@@H]21	3	-18	0.1	1	0	1.2	1	-10
CCOC(=O)C1CCN(S(=O)(=O)c2ccccc2)CC1	-1	1	0.0	-2	0	-0.2	0	-11
CC(=O)N1CC2(C1)[C@H](c1ccc(-c3ccc(F)cc3)cc1)[C@H](CO)N2C(C)=O	nt	-6	0.0	-8	2	0.4	1	nt
C[C@H](CO)N1C[C@H](C)[C@@H](CN(C)Cc2ccccn2)Oc2ncc(C3=CCCC3)cc2C1=O	13	-20	-0.1	-3	-2	-0.1	0	-4
COc1ccccc1-c1cnc2c(c1)C(=O)N([C@@H](C)CO)C[C@H](C)[C@@H](CN(C)C(=O)c1ccncc1)O2	0	-4	-0.4	2	-6	-0.2	0	-2
O=C1CCC(C(=O)N2CCCCO2)CN1CCc1ccccc1 (configuration not stated)	8	-7	0.0	-1	-2	0.0	-4	51*
O=C(COC(=O)C1C2CC3OC(=O)C1C3C2)Nc1ccc(F)cc1 (configuration not stated)	-1	-5	0.0	-2	5	nt	-6	1
CCC(=O)N1CCCCN2[C@H](C1)[C@H](c1ccc(-c3cccc(C#N)c3)cc1)[C@@H]2CO	3	0	0.3	-22	-6	-0.2	-2	-6
O=C(COC(=O)/C=C/c1ccc([N+](=O)[O-])cc1)NCC1CCCCC1	1	-6	0.4	-7	4	nt	2	0
COCCNC(=O)Cn1ccc2cc(S(=O)(=O)N3CCCCC3)ccc21	-5	-18	0.0	-10	-2	3.2	0	8
Cc1cc(C)c(SCCc2ccncc2)c(C)c1	-6	-4	0.0	7	1	nt	-2	-10
O=[N+]([O-])c1ccc(NC(=S)N2CCCC2)cc1	-8	2	-0.1	-7	-3	-0.1	-2	9
C[C@H](CO)N1C[C@H](C)[C@H](CN(C)Cc2ccc(C(=O)O)cc2)Oc2ccc(NS(=O)(=O)c3ccccc3)cc2CC1=O	nt	-12	0.1	-17	8	0.2	21	0
Cc1noc(C)c1S(=O)(=O)Nc1ccc2c(c1)C(=O)N([C@H](C)CO)C[C@@H](C)[C@H](CN(C)C)O2	-11	-3	-1.3	-13	-2	-28	0	-7
C[C@@H]1CN([C@@H](C)CO)C(=O)c2cc(NC(=O)Cn3cnnn3)ccc2O[C@@H]1CN(C)C(=O)Nc1ccc2c(c1)OCO2	-2	9	0.2	-22	1	-0.1	5	-4
CCOC(=O)N=Nc1c(O)n(C)c2ccccc12	20	10	1.0	-15	?	-1.0	5	4
CC1CCN(Cc2cc(=O)oc3cc(O)c(Cl)cc23)CC1	-6	-36	0.1	10	1	0.3	60*	2
COc1ccc(CCNC(=O)COC(=O)C23CC4CC(CC(C4)C2)C3)cc1	nt	-15	0.4	10	-9	nt	-1	nt
Nc1ccn(Cc2ccc(F)cc2)n1	11	-4	-0.3	4	2	1.7	-1	1
CN1CCN(C(=O)C[C@@H]2CC[C@H]3[C@@H](COc4ccc(NC(=O)c5ccc(F)c(F)c5)cc4C(=O)N3C)O2)CC1	0	0	0.1	-12	-154	-0.1	0	-9
COc1ccc(S(=O)(=O)N(C)C[C@@H]2Oc3c(NC(=O)c4cc(C)nn4C)cccc3C(=O)N([C@@H](C)CO)C[C@@H]2C)cc1	-13	1	-0.7	2	8	-0.1	10	-2
CC(C)NC(=O)N(C)C[C@H]1Oc2ccc(NC(=O)Cc3ccccc3)cc2C(=O)N([C@H](C)CO)C[C@@H]1C	5&-5	-1&17	-0.8&0.1	-1&-4	1&-4	0.6	-3&0	-5&0
COc1ccccc1CNC(=O)C[C@@H]1C[C@H]2c3cc(NC(=O)CN(C)C)ccc3O[C@H]2[C@H](CO)O1	0	7	0.1	9	-3	-0.3	-1	2
Cc1ccc(Cl)cc1NC(=O)COC(=O)c1ccc(N2CCCC2)c([N+](=O)[O-])c1	nt	-14	0.0	2	-2	nt	-3	nt
COc1cc(/C=C2/C(=O)NN(c3cccc(C)c3)C2=O)ccc1OC(=O)c1ccco1	5	-18	0.1	-2	0	0.4	1	3
